MEKK2 mut-MEK5 – signal of MEK5 binding to mutant human MEKK2 PB1 domain. bead flow cytometry, Alexa488-MEK5 binding to MEKK2 mutant. percent response, % at 10 µM. actives 0.35% (n = 290,000). AID 1530; in the data active means percent response above about 24%, passing the limit was not always enough; further: inactives centre near 1; some results filed as inactive read as strong as hits
GalR3 antag – human GalR3 antagonism; HEK293 GalR3-CNG cAMP membrane potential fluorescence; galR3 body fused to GalR1 C-terminus; actives 0.44% (n = 360,000); O60755; inhibition, % at 3 µM;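 active means inhibition above the screen-wide average plus 3 SD, cut at about 13% in these data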;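 further: forskolin and galanin both at EC90 stimulate the cells; cAMP rise reported by CNG channel membrane potential dye signal; 0% = forskolin plus galanin with DMSO and 100% = forskolin alone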
GPR7 antagonist – antagonists of human GPR7 (neuropeptides B/W receptor 1); P48145; GPR7-expressing cells, fluorescence antagonist assay; inhibition, % at 4.4 µM; actives 1.1% (n = 290,000); in the data active means inhibition above about 16%, passing the limit was not always enough;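 further: cells stimulated with the agonist NPW; 0% = agonist with vehicle and 100% = vehicle without agonist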
V1R ag counter – activates human V1a receptor in oxytocin agonist counter-screen; AID 2797; actives 0.25% (n = 320,000); activation, % at 3 µM; CHO-V1R cells, Fluo-8 calcium fluorescence, agonist mode; 0% DMSO, 100% 3 nM vasopressin;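 active means activation above the mean activation of all tested compounds plus 3 SD, per screening run, cut at about 20% in these data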;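 further: signal is peak over basal fluorescence ratio across a 100 second FLIPR read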
Target sequence (P37288 whole entry, looked up): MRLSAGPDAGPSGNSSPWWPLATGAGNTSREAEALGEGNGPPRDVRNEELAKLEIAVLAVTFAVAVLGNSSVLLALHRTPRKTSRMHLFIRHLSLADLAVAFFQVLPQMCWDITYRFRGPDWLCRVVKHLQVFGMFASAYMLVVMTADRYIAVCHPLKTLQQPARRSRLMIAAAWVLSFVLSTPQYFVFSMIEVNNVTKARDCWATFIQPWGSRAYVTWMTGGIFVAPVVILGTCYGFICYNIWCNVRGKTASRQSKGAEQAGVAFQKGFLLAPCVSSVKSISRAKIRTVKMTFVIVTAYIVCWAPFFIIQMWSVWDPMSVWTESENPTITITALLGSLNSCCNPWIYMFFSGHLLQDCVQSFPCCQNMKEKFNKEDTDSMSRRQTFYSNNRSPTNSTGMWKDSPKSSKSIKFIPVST
NALP1 yeast inh – NALP1 inhibition | S. cerevisiae NALP1/ASC/caspase-1 growth, X-gal OD620, 72 h | inhibition, % at 10 µM | actives 0.61% (n = 280,000); in the data active means inhibition mostly above about 24%, no sharp cut-off; inactive means mostly below about 32%; further: some compounds called inactive have numbers as strong as hits
OXTR potentiate – potentiators of human oxytocin receptor; P30559; CHO-OTR cells, Fluo-8 calcium fluorescence, potentiator mode; 0% = oxytocin EC15, 100% = EC100; activation, % at 3 µM; actives 0.061% (n = 320,000); AID 2445;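 active means activation above that plate's cutoff, the mean activation of tested compounds plus 3 SD, cut at about 6.6% in these data, passing the limit was not always enough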;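 further: 100% uses oxytocin at 75 nM as the full agonist control; some results filed as inactive read as strong as hits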
Target sequence (P30559 whole entry, looked up): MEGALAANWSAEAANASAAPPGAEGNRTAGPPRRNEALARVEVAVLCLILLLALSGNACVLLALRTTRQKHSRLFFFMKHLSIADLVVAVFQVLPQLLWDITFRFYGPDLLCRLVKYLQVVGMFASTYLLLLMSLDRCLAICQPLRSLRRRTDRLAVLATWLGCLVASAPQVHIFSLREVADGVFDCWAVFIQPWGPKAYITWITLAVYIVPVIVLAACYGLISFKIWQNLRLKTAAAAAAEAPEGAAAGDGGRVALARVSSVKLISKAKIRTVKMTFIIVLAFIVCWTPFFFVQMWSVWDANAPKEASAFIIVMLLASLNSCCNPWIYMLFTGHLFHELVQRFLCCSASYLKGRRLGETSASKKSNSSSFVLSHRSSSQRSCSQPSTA
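Material: human OTR in CHO cells. Compound: 3.0 µM, one dose. Timing: compound 6 min at room temperature before oxytocin, 100 s read. Evaluation: % activation of max/min ratio relative to oxytocin controls. Replication: single well per compound, singlicate. Signal: Fluo-8 calcium dye fluorescence.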
OXTR ag – agonists of human oxytocin receptor | P30559 | CHO-OTR cells, Fluo-8 calcium fluorescence; normalized: DMSO 0%, oxytocin 100% | activation, % at 3 µM | actives 0.32% (n = 320,000) | AID 2435;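 active means activation above the mean of all tested compounds plus 3 SD, cutoff set per screening run, cut at about 20% in these data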;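 further: peak over basal fluorescence ratio from a 100 s FLIPR kinetic read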
MEKK2wt PB1 HTS – raises or lowers MEK5 binding to wildtype human MEKK2 PB1 domain | Q9Y2U5 | bead flow cytometry, Alexa488-MEK5 binding to MEKK2 WT; actives lie on both sides | binding response (% of control), % at 10 µM | actives 1.1% (n = 290,000); in the data active means binding response below about 67% or above about 130%
PfM18AAP inh – blocks P. falciparum M18 aspartyl aminopeptidase. actives 1.2% (n = 290,000). inhibition, % at 7.35 µM. AID 1822. recombinant PfM18AAP, H-Glu-NHMec fluorogenic cleavage;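 active means inhibition above the campaign mean inhibition over all tested compounds plus 3 SD, cut at about 28% in these data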;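 further: 0% = plate median of test compound wells and 100% = 2 mM ZnCl2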
Numbers without * were called inactive; . = no result given; [ ] = remark or other dose.

SMILES	MEKK2 mut-MEK5	GalR3 antag	GPR7 antagonist	V1R ag counter	NALP1 yeast inh	OXTR potentiate	OXTR ag	MEKK2wt PB1 HTS	PfM18AAP inh
Cn1c(=O)c(-c2ccccc2N)nc2ccccc21	-13	-4	-12	-0.7	-11	3	-0.7	87	5
O=C1C2(c3ccccc3)CN(CCO)CC1(c1ccccc1)CN(CCO)C2	14	2	-3	0.9	16	-2	2.4	104	1
O=c1cc(Cl)c(-c2ccccc2)nn1Cc1ccc(Cl)cc1	-2	-9	19	-0.6	12	-11	-1.4	103	2
CC(=O)N1CCN(Cc2nc3cc(NC(=O)COc4ccccc4)ccc3n2C)CC1	2	-2	-13	-0.3	-5	-1	-0.3	100	1
COc1ccc(OC)c(S(=O)(=O)N2CCC(C(=O)Nc3cccc(C(F)(F)F)c3)CC2)c1	5	-3	-9	5.6	-6	-23	3.7	103	1
COc1ccc(Nc2oc(-c3ccccc3F)nc2C#N)cc1	4	-2	-4	0.2	39	-3	0.1	97	8
CN(Cc1ccccc1)S(=O)(=O)c1ccc(OCC(=O)Nc2cccc([N+](=O)[O-])c2)cc1	3	-4	-6	5.0	24	-7	2.9	95	0
Cc1cc(NC(C)c2ccccc2)n2ncc(-c3ccccc3)c2n1 (configuration not stated)	5	-10	-20	1.4	-5	-5	-1.9	102	-8
Nc1ccccc1SCC1CSc2nc3ccccc3c(=O)n21 (configuration not stated)	2	-5	-16	0.3	29	-4	-0.5	106	-5
Cc1ccccc1NC(=O)COc1ccc(Br)cc1C	-3	-2	-7	0.1	34	-6	-2.6	92	2
Cc1cccc(CNC(=O)c2ccc3nc(Cc4ccccc4F)oc3c2)n1	4	-3	-15	0.8	11	-2	0.9	105	-7
NS(=O)(=O)c1ccc(NC(=S)NC2CCCCCC2)cc1	1	-6	-4	-0.2	13	-6	0.2	100	44*
CNc1oc(-c2ccc(C)cc2)nc1P(=O)(c1ccccc1)c1ccccc1	-3	-6	-10	0.1	6	0	-1.8	97	3
COC(=O)C1=NN(c2ccc(C)cc2)C2(S1)SC(C(C)=O)=C(C)N2c1ccccc1 (configuration not stated)	0	-6	9	0.1	11	-1	0.2	92	-8
c1coc(-c2nc3nc4ccccc4nc3n2-c2ccc3c(c2)OCCO3)c1	9	0	10	.	28	.	.	105	13
CCOC(=O)c1ccc(N2C(=O)CC(N(Cc3ccc4c(c3)OCO4)C(=O)Nc3ccccc3)C2=O)cc1 (configuration not stated)	-12	-6	-12	-1.8	36	-4	-1.8	88	6
CN1/C(=C/C(=O)c2cccs2)Sc2ccccc21	3	-6	1	-2.5	-2	4	-2.2	100	49*
Cc1cccc(N2C(=O)C3C4CC(=O)C(c5ccccc54)C3C2=O)c1C (configuration not stated)	-9	-4	-8	0.9	5	-11	-0.3	86	-9
CC(C)(C)OC(=O)NCCCC[C@H](NC(=O)c1nc[nH]c1C(=O)N1CCc2ccccc2C1)C(=O)OC(C)(C)C	3	-7	.	-1.1	.	-9	-2.0	92	.
CCOC(=O)C(C)Sc1nnc(NC(=O)c2ccc(C)c([N+](=O)[O-])c2)s1 (configuration not stated)	20	-1	-4	5.8	40	-5	6.0	109	1
CC(C)CCNC(=O)Cc1csc(-c2ccccc2)n1	-46	9	-8	-1.0	1	-1	-1.3	3.0*[inhibitor]	2
O=C(CC1SC(=O)N(Cc2ccc(Cl)cc2)C1=O)Nc1nccs1 (configuration not stated)	18	-3	-1	2.5	26	-6	1.1	109	24
CCOC(=O)/C(C#N)=C/c1cn(CCC(=O)O)nc1-c1ccc(Cl)cc1	7	-5	-1	0.0	25	-6	-0.3	91	2
O=C(Nc1ccccc1)C(=O)c1c[nH]c2ccccc12	6	-4	3	0.0	-11	-6	0.3	97	6
Cc1cc(C)n2nc(SCC(=O)NCc3ccco3)nc2n1	-7	-2	-10	0.1	9	-2	1.2	87	6
CCOC(=O)c1ccc(S(=O)(=O)N2CCC(C(=O)NCC3CCCCC3)CC2)cc1	.	-2	.	-0.4	.	-7	-0.5	.	.
Cc1ccc(/C=N/NC(=O)CCCOc2ccc(Cl)cc2Cl)cc1[N+](=O)[O-]	1	-3	7	1.0	18	-9	-0.4	101	-5
CCOc1cc(Br)c(C(=O)O)cc1OC	-7	-4	-13	0.7	-11	1	0.7	91	-1
Cc1cc(NC(=O)CSc2nc(C(C)C)nc3c2c(=O)n(C)c(=O)n3C)no1	6	.	-12	0.0	.	-3	-2.1	111	2
CCOC(=O)c1cccc(NC(=O)N2CCOCC2)c1	-8	-5	-9	-0.3	-15	-15	0.0	93	-3
CC(=O)Oc1ccc(C(=O)Nc2cccnc2)cc1	1	-6	-14	0.4	14	-11	1.4	108	-7
CCOc1ccc(C(=O)C(c2ccccc2)N2CCOCC2)cc1 (configuration not stated)	1	-4	-4	-0.3	-12	-6	-0.8	94	-11
O=C(NCc1cccnc1)Nc1cccc(NC(=O)NCc2cccnc2)c1	1	-2	-7	-0.6	7	-12	-0.6	98	2
CCOC(=O)N1CCC(Nc2c(NCCN3CCN(Cc4ccccc4)CC3)c(=O)c2=O)CC1	6	.	-5	0.2	13	-4	0.3	104	4
O=C(c1ccccc1C(=O)N1CCN(c2ccccc2)CC1)N1CCN(c2ccccc2)CC1	2	-3	-8	3.5	42	-2	-0.8	103	7
COCCNC(=O)CN1C(=O)NC(c2ccccc2)(c2ccccc2)C1=O	-9	-8	1	-0.7	11	-5	1.1	95	-3
CCN1C(=O)CC(N2CCC(c3nc4ccccc4[nH]3)CC2)C1=O (configuration not stated)	-5	-6	12	0.1	3	0	0.5	94	8
CC(=O)Nc1ccc2c(c1)OCCO2	7	-1	-7	1.3	-8	-6	0.5	111	-7
CCN(CCCNC(=O)C1CCC(=O)N1Cc1ccccc1Cl)c1cccc(C)c1 (configuration not stated)	6	-4	11	0.7	-11	-11	0.4	107	37*
CN(CC(=O)Nc1cc(S(=O)(=O)N2CCCCCC2)ccc1Cl)Cc1ccc2c(c1)OCO2	.	-4	.	2.5	.	-4	0.5	.	.
COc1ccc(-c2noc(-c3cccc(Cl)c3)n2)cc1OC	-2	-2	-13	-0.3	30	0	-1.9	92	-4
O=C(Nc1nccs1)c1sc2ccccc2c1Cl	0	-5	0	-0.5	52	-10	-1.4	105	-8
O=C(Nc1ccccc1Cl)c1ccccc1Cc1ccccc1	-2	2	-2	0.8	11	-3	-2.0	96	1
Cc1ccc(C(=O)Nc2nnc(-c3ccco3)o2)cc1	15	-4	-14	0.6	6	-2	-0.3	105	-2
Fc1ccc(Nc2nnc(C(F)(F)F)s2)cc1Cl	2	-6	3	8.5	-2	-18	9.7	99	3
CC(=O)C1=C(C)NC(SCC(N)=O)=C(C#N)C1c1cccnc1 (configuration not stated)	8	-1	1	1.6	4	-8	0.4	107	8
O=c1oc(C2(O)CCCCC2)cc2ccc(Br)cc12	.	-1	.	3.3	.	-7	2.0	.	.
O=[N+]([O-])c1ccccc1S(=O)(=O)N/C(=N/S(=O)(=O)c1ccccc1)c1ccccc1	.	-4	.	0.8	.	-8	0.8	.	.
COc1ccc(/C=C(/C#N)S(=O)(=O)c2ccc(C)cc2)cc1	-14	-6	-9	0.3	10	-5	-0.4	84	-1
CC(CC(=O)NCc1ccc(F)cc1)c1ccccc1 (configuration not stated)	1	-8	-3	0.2	21	-1	-0.7	97	-1
NC(=O)c1ccsc1NC(=O)CSc1ncnc2sccc12	.	-5	.	3.9	.	-3	5.2	.	.
Cc1ccccc1N(CC(=O)Nc1ccc(S(=O)(=O)N2CCOCC2)cc1)S(C)(=O)=O	-6	-3	15	0.3	-16	-10	1.0	86	3
COc1ccc(CCNC(=O)CN2CCN(Cc3ccccc3F)C2=O)cc1OC	-3	-2	-9	-0.6	.	0	1.3	104	-9
Cc1cc(=O)n2[nH]c(SCc3ccccc3)nc2n1	3	-5	-9	0.6	4	-5	-0.9	101	-4
C/C(=N\Nc1ccc(S(N)(=O)=O)cc1[N+](=O)[O-])c1ccc2c(c1)OCO2	0	-8	-6	.	5	.	.	114	1
CCOC(=O)COc1ccc2c(c1)C(=O)CC1(CCCCC1)O2	7	-5	5	0.2	8	-1	-0.7	99	-13
Cc1cc(-c2nnc(SCC(=O)Nc3cccc(C)c3C)n2N)n[nH]1	-4	-7	-2	0.3	18	-5	0.4	97	-8
COc1cccc(CN2CCc3[nH]c(=S)[nH]c(=O)c3C2)c1	15	-9	-18	0.6	-4	-7	-0.1	102	30*
CCCc1cc(C(=O)Nc2cccc(C(C)=O)c2)no1	1	.	-8	0.6	9	0	-2.2	105	4
CCN1CCN(S(=O)(=O)Cc2ccccc2)CC1	6	-5	-17	-0.3	3	0	-0.3	105	-6

Next structures follow.
SMILES	MEKK2 mut-MEK5	GalR3 antag	GPR7 antagonist	V1R ag counter	NALP1 yeast inh	OXTR potentiate	OXTR ag	MEKK2wt PB1 HTS	PfM18AAP inh
CCOc1ccc(Br)cc1S(=O)(=O)Nc1ccc(NC(=O)c2ccccc2F)cc1	-1	-2	-9	2.6	28	-11	2.5	104	-46
O=C(CSc1nnc(-c2ccccc2)o1)N1CCCC1	5	-6	-14	0.3	10	-6	0.8	98	3
CCCCn1c(N)c(N(CCOC)C(=O)C2CCCN(C(=O)c3ccc(Cl)cc3)C2)c(=O)[nH]c1=O (configuration not stated)	.	-1	.	1.1	.	-5	1.9	.	.
CCOC(=O)c1ccc(NS(=O)(=O)c2ccc(SC)cc2)cc1	-6	-4	-9	7.6	12	-10	11	102	-2
NCCc1nnc(SCC(=O)c2ccc(Cl)cc2)o1	-3	-7	-11	0.4	30	-8	1.7	100	-9
S=C(Nc1cccc(Cl)c1Cl)Nn1cnnc1	11	-9	-8	3.2	14	-8	2.0	98	82*
COc1ccc(-n2c(SCC(=O)N(C)C3CCS(=O)(=O)C3)nc3ccc(O)cc3c2=O)cc1OC (configuration not stated)	.	0	.	1.1	.	0	0.6	.	.
Cc1ccc(CN2CCN(Cc3cnc(N4CCOCC4)s3)CC2CCO)o1 (configuration not stated)	0	-5	1	0.3	26*	-7	0.0	110	-6
CCCc1cc(C(=O)NNC(=S)NCc2ccccc2)cs1	6	-6	-3	-0.4	20	-11	0.1	109	-8
Cc1ccc(N(CC(=O)N2CCc3ccccc32)S(=O)(=O)c2cccs2)cc1	-1	-2	6	-0.1	3	-12	-1.4	95	-1

Bioassay records from PubChem BioAssay.
